Glyco luc inh – N-linked glycosylation inhibition | AID 588692 | reporter increase, % at 12.5 µM | D54 ERlucT glycosylation luciferase reporter, 24 h; percent of 100 nM tunicamycin response | 0.23% of 360,000 active;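 active means mean luciferase reporter signal, scaled so untreated is 0 and the glycosylation-blocking control 100, at or above a set limit in every replicate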;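 further: luciferase carries N-glycosylation sites so blocking glycosylation raises the light; 0% = median of neutral control wells and 100% = median of 100 nM tunicamycin wells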
MC4R antag cAMP – blocks human MC4R cAMP signaling. 0.48% of 360,000 active. MC4R-expressing cells, MTII-stimulated cAMP, LANCE TR-FRET. AID 540295. inhibition, % at 6.5 µM. P32245;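 active means inhibition above its plate's cutoff, the mean of tested wells on that plate plus 3 SD, cut at about 29% in these data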;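 further: 0% = Melanotan II alone and 100% = Melanotan II plus saturating MCL0020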
Target sequence (P32245 whole entry, looked up): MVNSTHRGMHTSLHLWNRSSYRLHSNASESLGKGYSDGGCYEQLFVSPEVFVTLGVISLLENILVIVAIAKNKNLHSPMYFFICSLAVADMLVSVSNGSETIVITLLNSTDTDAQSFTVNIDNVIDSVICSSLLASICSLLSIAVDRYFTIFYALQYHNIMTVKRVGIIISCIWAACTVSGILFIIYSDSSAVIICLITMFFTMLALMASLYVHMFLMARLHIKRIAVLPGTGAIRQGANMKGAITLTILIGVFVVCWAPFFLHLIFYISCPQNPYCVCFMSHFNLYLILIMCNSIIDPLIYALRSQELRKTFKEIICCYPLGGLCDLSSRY
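Assay system: U2OS-MC4R stable cell line; Also added: Melanotan II; Technique: Eu-cAMP/anti-cAMP TR-FRET, emission 671 nm; Times: 30-min compound, 1-h challenge, 1-h detection, room temperature.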
Vif imaging – inhibitors of HIV Vif; 0.35% of 340,000 active; HEK293T cells, Vif self-association by quenched fluorescence, imaging, 24 h; inhibition, % at 7.49 µM; AID 602346; in the data active means inhibition above about 50%, passing the limit was not always enough; further: some results filed as inactive read as strong as hits
HTR2A ag – activates the mouse 5-HT2A serotonin receptor; CHO-K1 mHTR2A beta-arrestin complementation, luminescence; percent of 30 µM serotonin response; activation, % at 7.6 µM; 0.66% of 360,000 active;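 active means activation above a run cutoff, the mean activation of all tested compounds plus 3 SD, cut at about 14% in these data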;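 further: 0% = plate median of compound wells and 100% = 30 µM serotonin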
ABCB6 inh 2 – human ABCB6 transporter inhibition. Q9NP58. K562-ABCB6 porphyrin accumulation, flow cytometry, 1 h; hits give low values. fluorescence ratio to DMSO, % at 10 µM. 0.19% of 360,000 active. AID 602162;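 active means fluorescence ratio to DMSO below 75%, the collection mean minus 3 SD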;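 further: signal is porphyrin accumulated inside mitochondria; 100% equals median channel fluorescence of DMSO control wells; lower ratio means ABCB6 inhibition with less porphyrin fluorescence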
H9c2 protect – protects H9c2 cardiomyocytes from peroxide injury; 0.63% of 360,000 active; H2O2 injury protection, ATPLite, 2 h; protection from H2O2 cell death, % at 20 µM;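 active means compounds giving at least 50% protection of heart cells from peroxide-induced death in the single-dose screen, raw or plate-pattern-corrected value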;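 further: 0% = DMSO wells with peroxide and 100% = DMSO wells without peroxide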
MC4R ag barr – human MC4R agonism via beta-arrestin; AID 540308; P32245; 0.98% of 360,000 active; activation, % at 8.9 µM; U2OS MC4R beta-arrestin complementation, luminescence; percent of melanotan II response, DMSO zero;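 active means activation above a per-plate cutoff, the mean activation of sample wells on that plate plus 3 SD, cut at about 8% in these data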
PDI turbidity – inhibitors of human protein disulfide isomerase | inhibition, % at 10 µM | AID 588391 | P07237 | 0.052% of 350,000 active | PDI insulin aggregation turbidity, A650, 90 min;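 active means mean inhibition across replicates of 30% or more, whatever share of single replicates reach that level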;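 further: absorbance from insulin aggregation driven by PDI reduction with DTT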
Target sequence (P07237 whole entry, looked up): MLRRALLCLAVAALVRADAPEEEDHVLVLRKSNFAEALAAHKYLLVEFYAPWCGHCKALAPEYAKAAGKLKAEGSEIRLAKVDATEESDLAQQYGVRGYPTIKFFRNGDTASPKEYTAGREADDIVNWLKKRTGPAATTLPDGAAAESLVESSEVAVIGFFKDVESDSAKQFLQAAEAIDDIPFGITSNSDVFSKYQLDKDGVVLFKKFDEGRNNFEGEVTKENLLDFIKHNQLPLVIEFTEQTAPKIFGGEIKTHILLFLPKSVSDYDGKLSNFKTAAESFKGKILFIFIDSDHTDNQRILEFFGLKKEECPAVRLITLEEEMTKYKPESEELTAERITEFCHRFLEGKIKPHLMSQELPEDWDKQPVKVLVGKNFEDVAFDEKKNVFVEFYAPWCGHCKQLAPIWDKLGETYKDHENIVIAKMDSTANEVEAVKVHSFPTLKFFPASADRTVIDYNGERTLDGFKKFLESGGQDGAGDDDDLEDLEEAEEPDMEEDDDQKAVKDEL
CaV13 ICDI inh – Primary screen for inhibitors of IQ motif and Ca2+-dependent inactivation inhibitor domain binding in CACNA1D, Förster resonance energy transfer in living cells, …. AID 743397. inhibition, % at 12.3 µM. HEK cells, CFP/YFP FRET ICDI-IQ, plate reader, 10 min; percent FRET-ratio fall versus neutral wells. 0.098% of 340,000 active;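 active means mean replicate inhibition of at least 30% and at least 1% of replicates passing that level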;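 further: 0% = median of the neutral control wells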
aDG glyco act – alpha-DG glycosylation activation; activation, % at 10 µM; AID 624168; 0.22% of 360,000 active; Pro5-aDG cells, alpha-DG glycosylation AlphaScreen (IIH6); 0% Pro5, 100% B10-LARGE cell signal;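 active means activation of at least 8% versus controls, or a plate z-score of at least 8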;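 further: Pro5 are CHO cells carrying HIG-tagged alpha-DG that lacks glycosylation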
Active calls of the source: *; / = not tested or not shown. Rows were taken by chance; any-hit rate near 3.6%.

SMILES	Glyco luc inh	MC4R antag cAMP	Vif imaging	HTR2A ag	ABCB6 inh 2	H9c2 protect	MC4R ag barr	PDI turbidity	CaV13 ICDI inh	aDG glyco act
Cc1cc(N/N=C\c2ccccc2)nc(-c2ccccc2O)n1	0	-2	/	-1	95	-10	20*	-7	-5	-0.3
O=S(=O)(Nc1ccc(-c2nc3cccnc3s2)cc1)c1cccs1	-2	15	13	14	95	0	0.7	/	-3	0.1
Cc1ccc(NC(=O)COC(=O)COc2ccc3ccc(=O)oc3c2)cc1[N+](=O)[O-]	0	6	7	0	103	8	-0.8	-6	-3	0.2
COc1cc(C(=S)N2CCN(C(c3ccccc3)c3ccccc3)CC2)cc(OC)c1O	1	-4	-2	-3	98	1	2.5	-33	-1	-0.1
CN1CCN(S(=O)(=O)c2cccc(C(=O)N(C)Cc3c(F)cccc3Cl)c2)CC1	-2	2	0	-2	90	-5	0.0	3	-2	-0.3
Cc1cc2c(cc1C)N1C(=O)c3cc4ccccc4cc3NC(=O)C1C(=O)N2 (centres undefined)	2	/	3	8	99	7	/	/	-4	0.0
CC(C)Cn1c2c(c(O)c(C(=O)Nc3ncccc3O)c1=O)CCCC2	3	-5	10	3	108	6	1.9	3	/	0.5
Cc1sc(N/N=C/C=C/c2ccccc2)nc1-c1ccccc1	0	0	-12	2	99	-10	-1.2	2	-7	0.6
COc1ccc(CCNC(=O)c2noc(C)c2[N+](=O)[O-])cc1OC	1	7	0	1	99	11	-2.0	-5	-4	0.1
O=C(NC(=S)N1CCCC1)c1ccccc1	0	-2	1	-1	97	6	-2.4	9	-6	-0.4
COc1cc(CN(C)CCc2ccccc2)ccc1OCc1ccccc1	-3	-1	/	-4	96	-5	0.7	2	-8	0.0
Cc1cc(C)nc(-n2nc(C)cc2NC(=O)C(C)C)n1	0	13	6	1	100	0	-0.8	0	-1	-0.3
CC(C)C[C@H]1CN=C(Nc2ccccc2)N1CC(C)C	1	2	7	1	101	-4	-0.6	0	-7	0.4
C=CCSc1nnc(-c2cc(Br)ccc2N)c(=O)[nH]1	1	-1	-2	3	104	-8	1.9	-11	-6	0.1
COc1ccc(S(=O)(=O)N2CCOCC2)cc1NC(=O)COC(=O)C1CC1C (centres undefined)	0	14	-3	-4	101	-7	-2.8	-4	-5	0.0
Cn1c(=O)c2c(SCc3ccccc3)nc(C3CC3)nc2n(C)c1=O	-2	-5	6	0	93	-1	-0.7	-7	-5	-0.1
COc1ccc(NC(=O)C2=C(C)C(=O)OC23CCC(C)CC3)c(OC)c1 (centres undefined)	0	7	-5	-3	97	-3	1.1	/	-3	1.7
CC1CCCC(NC(=O)CSc2ccc(F)cc2)C1C (centres undefined)	-1	32*	1	-8	100	1	1.1	1	8	-0.2
COc1cc2c(cc1OC)CN(CC(=O)NC(=O)NC1CCCCC1)CC2	-1	10	-1	-5	97	-8	0.2	2	-6	0.2
COc1ccc(C(CNC(=O)CCNS(=O)(=O)c2ccccc2)N2CCOCC2)cc1 (centres undefined)	0	-2	-1	-2	98	12	-2.2	0	-13	-0.3
CC(C)(C)NC(=O)c1ccc2c(c1)N(CC(=O)N1CCCCC1)C(=O)C(C)(C)O2	0	8	11	-2	95	4	-1.3	2	-3	-0.1
O=C(CN(C(=O)Cn1nnc(-c2cccs2)n1)c1cnc2ccccc2c1)NCC1CCCO1 (centres undefined)	-2	5	7	-1	98	83*	-1.7	2	/	-0.1
CCn1c(SCC(=O)Nc2oc(-c3ccccc3)c(-c3ccccc3)c2C#N)nnc1-c1cc(OC)cc(OC)c1	-2	-1	/	8	100	13	-2.0	-6	-7	0.2
O=C(O)c1cnc(-c2ccccc2)nc1-c1ccccc1	2	-5	11	1	92	1	-3.5	-21	-1	0.5
COCCOC(=O)C1=C(C)NC2=C(C(=O)CC(C)(C)C2)C1c1ccc2c(c1)OCO2 (centres undefined)	-2	7	5	-5	92	-1	1.5	-1	-7	0.2

Going on with the list:
SMILES	Glyco luc inh	MC4R antag cAMP	Vif imaging	HTR2A ag	ABCB6 inh 2	H9c2 protect	MC4R ag barr	PDI turbidity	CaV13 ICDI inh	aDG glyco act
Cc1cccc(NC(=O)CC2NCCNC2=O)c1 (centres undefined)	2	14	5	0	88	10	-0.8	-2	-4	0.0
ONC(=Nc1ccc(Cl)cc1)c1ccc(Cl)cc1	-3	-3	-6	-1	97	2	-0.5	-5	/	-0.1
O=C(CC1SC(N2CCCCC2)=NC1=O)Nc1cccc(C(=O)NCc2ccccc2)c1 (centres undefined)	0	0	-4	-4	98	2	-1.9	-2	-15	-0.1
O=C(CCNC(=O)c1ccc(Cl)cc1)Nc1cc(C(F)(F)F)ccc1N1CCOCC1	1	9	-5	-1	99	-5	-0.3	-5	-6	0.3
CC(OC(=O)c1cccc(S(=O)(=O)N2CCCC2)c1)C(=O)c1ccccc1 (centres undefined)	0	-2	-10	0	98	-4	-1.0	3	-6	-0.4
CC(C)(C)CC(=O)Nc1cccc2c1CCCC2	-2	0	30	-3	101	-5	-1.1	-4	-4	0.1
CC(CCc1ccccc1)NC(=O)CCNS(=O)(=O)c1ccccc1 (centres undefined)	1	7	-3	-5	98	-4	-4.0	-2	-6	0.1
CC(=O)Nc1ccccc1NC(=O)COc1cccc2ccccc12	1	-2	0	0	83	-7	-2.7	0	-8	-0.1
CCOc1ccc(N2Cc3ncccc3C2=O)cc1	-6	3	12	0	97	-4	-1.2	0	-9	-0.2
Cc1ccc(S(=O)(=O)n2nc(C)cc2N)cc1	0	17	3	0	98	2	-2.0	4	-4	0.0
CCOc1ccc(C(=O)C(C)OC(=O)C2CCN(c3ccc(C(F)(F)F)cn3)CC2)cc1 (centres undefined)	-2	1	-22	4	96	-22	-1.4	0	-5	0.5
O=C(O)c1cccc(S(=O)(=O)NCCc2ccccc2)c1	2	-5	4	2	95	3	-0.4	-1	-4	0.1
CCCc1nnc(NC(=O)CCC(=O)N2CCN(c3ccccn3)CC2)s1	3	-3	6	2	85	10	-1.1	-5	-11	0.0
Cc1ccc(C)c(N(C)S(=O)(=O)c2ccc3[nH]cc(C(=O)NCCN4CCOCC4)c(=O)c3c2)c1	4	13	-7	-1	94	8	-0.5	0	-8	0.1
Cc1nc(N)nc(COc2ccccc2)n1	-1	-1	19	2	99	7	-2.7	12	-20	0.1
COc1ccc(CNS(=O)(=O)c2cc(-c3cc(C)no3)ccc2C(C)C)cc1	18	-8	-4	2	94	-2	-1.4	-7	-15	-0.2
CN(C)S(=O)(=O)c1ccc(S(=O)(=O)NC2CCOC(C)(C)C2)cc1 (centres undefined)	2	7	3	3	101	-5	1.9	-2	-8	-0.3
CNC(=O)/C(C#N)=C/c1ccc(-c2nc3ccccc3s2)o1	3	-9	16	-3	97	8	38*	-7	-22	0.3
O=C(Nc1ccc(F)cc1)NC1(C(=O)NCc2ccco2)CCCCC1	2	-4	2	-3	84	-5	0.1	-2	-5	-0.2
CCCN(CC(=O)Nc1ccccc1C)C(=O)c1ccc(C(=O)c2ccccc2)cc1	-4	12	0	3	93	-1	-3.3	-5	-6	0.9
O=C(OCC(=O)c1cccs1)c1ccccc1	1	2	11	-1	99	-10	-2.2	-1	-4	-0.1
O=C1CCCC/C1=C/Nc1ccc(S(=O)(=O)Nc2ncccn2)cc1	0	-1	-3	-1	106	-3	-1.1	13	-5	0.1
COc1cc(/C=C2/SC(=S)N(CCC(=O)Nc3cccnc3)C2=O)cc(OC)c1OC	-1	9	1	2	88	13	2.7	-1	-12	0.4
O=S(=O)(Nc1ccc2cn[nH]c2c1)c1cc(Br)ccc1Br	2	4	3	-2	96	0	-2.6	6	-5	-0.1
C/C(N)=C(/C#N)C(=O)CSc1nc2ccccc2c(=O)n1Cc1ccc(C)cc1	-1	-3	-3	-1	96	5	-0.4	12	-4	-0.6
Nc1nc2c3ccccc3nc(Cc3ccccc3)n2n1	0	1	-1	-4	94	5	0.8	-8	-6	0.3
COCCN1C(=O)COc2ccccc2C1C(=O)Nc1c(C)cccc1C (centres undefined)	/	/	/	-3	96	/	/	/	-2	-0.2

Structures above with a halogen, in the order listed:
SMILES	Glyco luc inh	MC4R antag cAMP	Vif imaging	HTR2A ag	ABCB6 inh 2	H9c2 protect	MC4R ag barr	PDI turbidity	CaV13 ICDI inh	aDG glyco act
CN1CCN(S(=O)(=O)c2cccc(C(=O)N(C)Cc3c(F)cccc3Cl)c2)CC1	-2	2	0	-2	90	-5	0.0	3	-2	-0.3
C=CCSc1nnc(-c2cc(Br)ccc2N)c(=O)[nH]1	1	-1	-2	3	104	-8	1.9	-11	-6	0.1
CC1CCCC(NC(=O)CSc2ccc(F)cc2)C1C (centres undefined)	-1	32*	1	-8	100	1	1.1	1	8	-0.2
ONC(=Nc1ccc(Cl)cc1)c1ccc(Cl)cc1	-3	-3	-6	-1	97	2	-0.5	-5	/	-0.1
O=C(CCNC(=O)c1ccc(Cl)cc1)Nc1cc(C(F)(F)F)ccc1N1CCOCC1	1	9	-5	-1	99	-5	-0.3	-5	-6	0.3
CCOc1ccc(C(=O)C(C)OC(=O)C2CCN(c3ccc(C(F)(F)F)cn3)CC2)cc1 (centres undefined)	-2	1	-22	4	96	-22	-1.4	0	-5	0.5
O=C(Nc1ccc(F)cc1)NC1(C(=O)NCc2ccco2)CCCCC1	2	-4	2	-3	84	-5	0.1	-2	-5	-0.2
O=S(=O)(Nc1ccc2cn[nH]c2c1)c1cc(Br)ccc1Br	2	4	3	-2	96	0	-2.6	6	-5	-0.1

Complete entries, quoted from the list. Screens in order: Glyco luc inh, MC4R antag cAMP, Vif imaging, HTR2A ag, ABCB6 inh 2, H9c2 protect, MC4R ag barr, PDI turbidity, CaV13 ICDI inh, aDG glyco act
`O=C(Nc1ccc(F)cc1)NC1(C(=O)NCc2ccco2)CCCCC1` as listed: 2, -4, 2, -3, 84, -5, 0.1, -2, -5, -0.2
`CCOc1ccc(C(=O)C(C)OC(=O)C2CCN(c3ccc(C(F)(F)F)cn3)CC2)cc1` (centres undefined) as listed: -2, 1, -22, 4, 96, -22, -1.4, 0, -5, 0.5
